Screening data as filed in PubChem.
Scp1 inh – Scp-1 phosphatase inhibitors, primary screen, biochemical, colorimetric, uHTS. Carboxy-terminal domain RNA polymerase II polypeptide A small phosphatase 1 (Homo …. Recombinant Scp1, phosphopeptide, malachite green phosphate absorbance. inhibition, % at 20 µM. 340,000 compounds, 0.88% hits. AID 493091, 2011;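 active = inhibition above about 50% at 20 µM, limit read from the data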;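 note: plate controls were DMSO wells with enzyme for no effect and wells lacking enzyme for full effect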
Target sequence (Q9GZU7 76-261 limits assumed): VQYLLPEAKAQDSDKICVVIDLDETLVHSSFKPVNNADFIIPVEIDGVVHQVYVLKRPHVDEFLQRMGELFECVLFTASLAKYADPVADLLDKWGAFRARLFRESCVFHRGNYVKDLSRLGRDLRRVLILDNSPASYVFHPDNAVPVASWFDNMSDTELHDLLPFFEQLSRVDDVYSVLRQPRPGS
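Incubation: 45 min enzyme reaction at room temperature / System: truncated SCP-1 phosphatase (76-261aa) / Reagent: Phospho 17-mer peptide substrate / Buffer or medium: Acidic Tris acetate buffer with magnesium and detergent / Signal: absorbance at 630 nm / Doses: one concentration, 20 µM, with 1.0% DMSO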
CSN inh – inhibitors of CSN-mediated cullin deneddylation, primary screen, biochemical, fluorescence polarization, uHTS. Purified CSN, SCF-Nedd8-OG deneddylation. inhibition, % at 12.5 µM. COP9 signalosome complex subunit 5 (Homo sapiens), Q92905. 360,000 compounds, 0.38% hits. AID 651999, 2013;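 active = pattern-corrected inhibition above about 35%, with an unprinted fluorescence ratio check between 0.5 and 1.5, limit read from the data, passing the limit was not always enough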;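 note: 0% = enzyme with substrate and 100% = substrate without enzyme; some results filed as inactive read as strong as hits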
Target sequence (Q92905 whole entry, looked up, one chain of several): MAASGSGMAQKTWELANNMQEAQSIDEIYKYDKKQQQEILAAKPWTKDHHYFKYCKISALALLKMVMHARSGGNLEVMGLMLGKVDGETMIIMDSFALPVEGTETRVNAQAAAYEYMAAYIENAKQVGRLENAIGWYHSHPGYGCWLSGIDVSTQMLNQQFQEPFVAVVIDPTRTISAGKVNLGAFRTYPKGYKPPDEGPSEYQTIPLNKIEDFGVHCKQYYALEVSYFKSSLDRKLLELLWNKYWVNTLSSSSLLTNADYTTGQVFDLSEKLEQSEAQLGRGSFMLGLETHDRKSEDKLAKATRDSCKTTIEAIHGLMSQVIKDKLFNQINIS
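test system = HEK293T-derived human Csn5 enzyme | amount = 0.24 nM Csn5 enzyme, final concentration | medium = Tris/NaCl/DTT buffer, pH 7.5 | schedule = 90 min reaction at room temperature | signal = FP | evaluation = inhibition of Csn5 cleavage, % | compound dosing = single dose of 12.5 µM compound with 0.25% DMSO | probe or stimulus = 10 nM SCFSkp2-Nedd8OG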
STEP block – STEP phosphatase inhibitors, primary screen, biochemical, fluorescence intensity, uHTS | Tyrosine-protein phosphatase non-receptor type 5 (Homo sapiens), P54829 | recombinant STEP, OMFP fluorogenic substrate | inhibition, % at 20 µM | 360,000 compounds, 0.25% hits | AID 588621, 2011;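 active = inhibition at 20 µM, scaled per plate between control wells, above about 37%, limit read from the data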;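 note: 0% = DMSO with enzyme and substrate and 100% = substrate only without enzyme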
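Measure: Control-normalized % inhibition with plate pattern correction | Test system: STEP phosphatase, cell-free reaction | Medium: pH 6.0 Bis-Tris with DTT and Tween 20 | Technique: Fluorescence, 480/540 nm | Times: Reaction 20 min, ambient temperature | Doses: Single compound dose of 20 µM, 1% DMSO final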
NadD block – inhibitors of S. aureus NadD, primary screen, biochemical, colorimetric, uHTS | Nicotinate-nucleotide adenylyltransferase NadD (Staphylococcus aureus N315) | purified NadD enzyme, colorimetric absorbance read-out | inhibition, % at 20 µM | 360,000 compounds, 0.78% hits; in the data active = inhibition above about 26%; note: some compounds past the cut are filed as inactive
LMPTP block – LMPTP phosphatase inhibitors, primary screen, biochemical, fluorescence intensity, uHTS. recombinant LMPTP-A, OMFP fluorogenic substrate. inhibition, % at 20 µM. 360,000 compounds, 0.22% hits;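 active = compounds that cut the enzyme signal by at least half of the control window in the single-dose screen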;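 note: plate controls were DMSO wells with enzyme plus substrate for no effect and substrate without enzyme for full effect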
Target sequence (P24666 whole entry, looked up): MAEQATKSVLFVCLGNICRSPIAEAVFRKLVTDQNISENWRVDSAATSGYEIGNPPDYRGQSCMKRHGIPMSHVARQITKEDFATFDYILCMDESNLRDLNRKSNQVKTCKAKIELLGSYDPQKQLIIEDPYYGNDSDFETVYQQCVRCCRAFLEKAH
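Test system: LMPTP-A phosphatase enzyme; input: 0.625 nM LMPTP-A final; reagent: OMFP substrate, 400 µM final; compound dosing: 20 µM single dose, 3% DMSO; incubation: 50 min dark incubation at room temperature; measured by: endpoint fluorescence intensity from OMFP dephosphorylation; measure: % inhibition relative to no-enzyme and uninhibited control wells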
SUMO1-SIM PPI – modulators of SUMO1 protein-protein interactions, primary screen, biochemical, uHTS | Small ubiquitin-related modifier 1 (Homo sapiens), P63165 | 360,000 compounds, 0.33% hits | inhibition, % at 20 µM | SUMO1 binding to a labelled peptide, TR-FRET, 1 h; in the data active = inhibition above about 37%
Target sequence (P63165 whole entry, looked up): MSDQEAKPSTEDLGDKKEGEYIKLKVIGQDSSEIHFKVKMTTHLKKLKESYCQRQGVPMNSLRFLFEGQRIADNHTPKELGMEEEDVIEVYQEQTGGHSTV
Neddyl block – inhibitors of cullin neddylation, primary screen, biochemical, TR-FRET, uHTS, NAE and Ubc12. NEDD8-conjugating enzyme Ubc12 (Homo sapiens) + NEDD8-activating enzyme E1 regulatory …. calls only at 25 µM. 360,000 compounds, 0.58% hits. AID 651699, 2012; in the data active = inhibition above about 36%
Rin1 Abl inh – inhibitors of Rin1-Abl protein binding, primary screen, biochemical, TR-FRET; Tyrosine-protein kinase ABL1 (Homo sapiens) + Ras and Rab interactor 1 (Homo sapiens), …; inhibition, % at 7.35 µM; 360,000 compounds, 0.4% hits; AID 588664, 2011; in the data active = inhibition above about 5%, passing the limit was not always enough
DNMT1 inh – human DNMT1 methyltransferase inhibitors, primary screen, biochemical, molecular beacon, fluorescence, HinP1I cleavage, uHTS; AID 588458, 2011; inhibition (reported as % activation of signal), % at 10 µM; 360,000 compounds, 0.83% hits; in the data active = inhibition above about 50%
Rpn11 inh – Rpn11 (PSMD14) deubiquitinase inhibitors, primary screen, biochemical, fluorescence polarization, uHTS. AID 588493, 2011. human 26S proteasome, Ub4-pepOG fluorescence polarization; 20S core pre-blocked with epoxomicin. 360,000 compounds, 0.59% hits. calls only at 20 µM. 26S proteasome non-ATPase regulatory subunit 14 (Homo sapiens), O00487;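 active = inhibition at 20 µM, scaled to each plate's controls, above about 33%, limit read from the data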
Active calls of the source: *; i = inactive; . = no result given. Not a hit list. About 3.8% of those tested had a hit in this group.

SMILES	Scp1 inh	CSN inh	STEP block	NadD block	LMPTP block	SUMO1-SIM PPI	Neddyl block	Rin1 Abl inh	DNMT1 inh	Rpn11 inh
CCOc1ccc(S(=O)(=O)N(C)c2ccc(OCC(=O)NCC3CCCCC3)cc2)cc1	-10	-3	5	-1	6.0	3	i	1	-7	i
CCN(CC)C(=O)C(=O)N/N=C/c1ccc(Br)cc1	2	0	-3	-4	-0.2	-1	i	0	6	i
O=c1[nH]nc(Cc2ccc(-c3ccc(Cl)cc3)o2)c2ccccc12	-2	-3	-1	-3	0.8	-3	i	0	5	i
CCOC(=O)N1CCN(c2c(N3CCN(c4cccc(C)c4C)CC3)c(=O)c2=O)CC1	-2	0	-2	-6	0.8	-1	i	-3	-7	i
OC(CNCc1ccccc1Cl)COc1ccc(F)cc1 (stereo not drawn)	-1	1	-1	-2	1.6	-2	i	1	0	i
CC(C)c1[nH]nc2c1C(C1C=CCCC1)C(C#N)=C(N)O2 (stereo not drawn)	-2	1	-2	-6	1.1	2	i	-5	-1	i
CC(OC(=O)CCNS(=O)(=O)c1cccs1)C(=O)Nc1ccc(S(N)(=O)=O)cc1 (stereo not drawn)	-6	-2	-1	-1	-0.9	6	i	1	-5	i
Cc1cc(OCC(=O)NCc2ccncc2)c2c(C)c(C)c(=O)oc2c1	1	0	0	2	-0.6	-12	.	-1	6	i
CN(c1ccccc1)S(=O)(=O)c1ccc(Cl)nc1	-7	-6	-3	-7	-1.6	4	i	2	1	i
Cc1ccc(-c2nnc(SCC(=O)Nc3ccccc3F)o2)cc1	-12	-1	0	-2	-0.6	2	i	3	1	i
CCCCN(C)CCN1C(=O)C2C(C(=O)Nc3ccc(C)cc3)C3C=CC2(O3)C1C(=O)NC1CCCCC1 (stereo not drawn)	2	1	-2	-5	-0.6	-3	i	4	1	i
Cc1ccccc1Oc1ccc2c(c1)[C@@H]1C[C@H](N(C)C(=O)c3ccco3)[C@H]([C@H](C)O)C(=O)N1CC2	.	3	1	-6	0.4	3	i	-1	-5	i
Cc1c(NC(=O)Cc2noc3ccccc23)cccc1[N+](=O)[O-]	0	-1	-2	-1	-0.9	6	i	-1	3	i
C/C(=N\NC(=O)c1nnn(-c2nonc2N)c1-c1ccccc1)c1cccnc1	-2	2	-3	-2	-0.4	-2	i	0	1	i
CC(=O)c1cccc(OCC(=O)N2CCCc3ccccc32)c1	-3	4	0	1	-0.1	5	i	0	-1	i
CCc1nnc(NC(=O)C(=O)NCCOC(=O)c2ccccc2Cl)s1	7	2	3	-1	-2.7	19	i	1	0	i
Cc1ccc(NC(=O)c2cnccn2)c(Br)c1	-6	-1	1	-5	-1.4	0	i	0	3	i
O=C(CN1CCN(S(=O)(=O)c2ccc(Cl)cc2)CC1)Nc1ccc2c(c1)OCCO2	-12	-1	4	-5	-1.4	-1	i	0	-5	i
O=C(c1cccs1)n1nc(-c2ccccc2)nc1NCc1ccco1	-14	7	0	-3	2.3	-2	i	-3	-4	i
COc1ccc(OCC(=O)Nc2c(Cl)ccc3nsnc23)cc1	-5	3	0	-4	-1.2	-30	i	0	2	i

The last 4 entries of the part above open the next one:
SMILES	Scp1 inh	CSN inh	STEP block	NadD block	LMPTP block	SUMO1-SIM PPI	Neddyl block	Rin1 Abl inh	DNMT1 inh	Rpn11 inh
Cc1ccc(NC(=O)c2cnccn2)c(Br)c1	-6	-1	1	-5	-1.4	0	i	0	3	i
O=C(CN1CCN(S(=O)(=O)c2ccc(Cl)cc2)CC1)Nc1ccc2c(c1)OCCO2	-12	-1	4	-5	-1.4	-1	i	0	-5	i
O=C(c1cccs1)n1nc(-c2ccccc2)nc1NCc1ccco1	-14	7	0	-3	2.3	-2	i	-3	-4	i
COc1ccc(OCC(=O)Nc2c(Cl)ccc3nsnc23)cc1	-5	3	0	-4	-1.2	-30	i	0	2	i
Cc1nn(C)cc1CNCc1c(C(=O)N2CCCCC2)nc2c(C)cccn12	5	-8	4	10	-0.8	-5	i	-1	-1	i
CCC(=O)Nc1cccc(-c2ccc(N3CCC(C)CC3)nn2)c1	-2	3	2	-2	0.5	-20	i	-1	2	i
O=C(NC(O)C(=O)c1ccccc1)c1ccccn1 (stereo not drawn)	-6	0	2	5	-2.7	3	i	1	2	i
CN(CC(=O)Nc1cccc(F)c1)C(=O)CSc1nc2ccccc2s1	-177	-4	-2	-7	-0.9	4	i	3	-6	i
Cc1ccc2c(c1)C1CN(C)CCC1N2S(=O)(=O)c1cc(C(F)(F)F)ccc1Cl (stereo not drawn)	0	-1	-5	-7	-1.3	-2	i	0	1	i
O=C(NCC(=O)N1CCN(c2ccccc2O)CC1)c1ccc2c(c1)OCO2	6	-2	4	3	7.1	3	i	3	-1	i
CC(=O)C1=C(O)C(=O)N(CCCCCC(=O)O)C1c1ccc(N(C)C)cc1 (stereo not drawn)	-1	4	-1	1	-0.7	3	i	-4	1	i
CCCCc1c(-c2cccc(OC)c2)ncn1CCc1ccccc1OC	.	-4	.	6	4.6	5	i	.	.	.
Cc1nnc(NC(=O)CS(=O)(=O)Cc2ccccc2)s1	9	4	2	7	-0.2	-3	i	-1	-1	i
CN(CC(=O)Nc1cccc(F)c1)C(=O)/C=C/c1ccc(S(=O)(=O)N2CCCCCC2)cc1	-4	2	-2	-4	-6.6	-15	i	3	-8	i
CCCn1c(CCC(=O)O)ccc1-c1ccc(F)cc1	-4	2	1	3	0.4	-5	i	0	9	i
COc1ccc(C2Nc3cccc4cccc(c34)N2)cc1	17	-6	4	39*	13	-5	i	-1	-24	i
Cc1cc(Cl)ccc1C(=O)C1CCCN(C(=O)/C=C/c2cnn(C)c2)C1 (stereo not drawn)	-3	-1	4	2	0.3	0	i	-3	-1	i
O=C(Nc1ccc(Cl)cn1)Nc1ccccc1Cl	-1	-1	-2	2	-0.3	1	i	-2	4	i
O=C1NCCCC1C(=O)N1CCN(C(c2ccccc2)c2ccccc2)CC1 (stereo not drawn)	-5	0	1	3	0.3	-5	i	2	-7	i
Cc1c(-c2ccc(Cl)cc2)oc(=O)c2c(N)n(-c3ccccc3)nc12	-21	1	0	-3	2.3	-2	i	-3	54*	i
c1ccc(CCNc2nc3ccccc3n3nnnc23)cc1	0	-8	-4	3	0.4	19	i	0	11	i
CCN1/C(=C/c2ccc3cc(C)ccc3[n+]2CC)Sc2cc(C)ccc21	34	56*	4	24	50*	-75	i	-21	9	.
O=C(O)c1cccnc1NC1CCCC1	11	-7	-2	2	-2.5	-2	i	0	0	i
O=C(NC1CCCCCCC1)c1cccc(S(=O)(=O)N2CCOCC2)c1	-10	4	1	1	-0.8	-1	i	0	1	i
CCC(C)NC(=O)[C@@H]1CSC2c3ccccc3C(=O)N21 (stereo partly drawn)	-9	-4	3	-3	-0.1	2	i	1	8	i
O=C(NCCN1CCCCC1)Nc1ccc(Br)cc1	-4	3	-1	-8	-1.5	7	i	4	1	i
CCCn1cnc2cc(NCc3ccc(Br)cc3)ccc21	-8	-2	1	-8	3.9	-2	i	-3	0	i
COc1ccc(CNC(=O)CSc2nnc3c(n2)[nH]c2ccc(OC)cc23)cc1	65*	13	7	5	4.5	3	i	0	12	i
Cc1ccc(NC(=S)/N=C(\N)Nc2nc(C)c3cc(C)c(C)cc3n2)cc1C	8	2	1	29	-0.1	-1	i	3	-1	i
CCn1nc(C(=O)Nc2ccc3nc(C)sc3c2)c2ccccc2c1=O	15	-10	-2	-2	-0.1	9	i	-2	5	i
CCOC(=O)Cn1c(C)c(C#N)c2ccccc21	-2	2	-3	-5	-0.1	-2	i	-5	-1	i
CCN1CCN(c2ncc3c(n2)CC(c2cc(OC)c(OC)c(OC)c2)CC3=O)CC1 (stereo not drawn)	0	-2	0	-6	-1.3	-4	i	3	-3	i
CCOC(=O)C1(C)CCCN(C(=O)c2cccnc2)C1 (stereo not drawn)	.	1	-3	3	-0.6	-1	i	0	4	i
COC(=O)c1ccccc1NC(=O)c1ccccc1OC	-12	-5	2	-10	1.9	1	i	-1	-6	i
COc1ccc(C2CC(=O)Oc3c(C(CCN4CCOCC4)c4cc(OC)c(OC)c(OC)c4)c(OC)cc(OC)c32)cc1 (stereo not drawn)	-1	-1	1	0	1.6	7	i	2	-8	i
O=C(O)COc1ccc(/C=N/Nc2nc(Nc3ccccc3)nc(N3CCCCC3)n2)cc1	-2	-4	0	13	0.1	-4	i	3	2	i
CCOc1cccc2c1OC1(C)CC2NC(=O)N1c1cccc(C(=O)N2CCN(c3ccccn3)CC2)c1 (stereo not drawn)	-2	3	-2	5	-1.2	2	i	2	-1	i
CCc1nn(CC(=O)NCCC2=CCCCC2)c(=O)c2cc3cc(F)ccc3n12	-1	1	6	8	1.5	0	i	-3	42	i
Cc1nc2ccc(Br)cn2c(=O)c1Cl	-10	-3	-2	-3	-1.1	-25	i	-5	1	i
O=S(=O)(c1ccc(SCc2ccc(Br)cc2)nc1)N1CCOCC1	-10	-1	1	-3	2.0	1	i	1	-7	i
O=C(NC1CCCCC1)C(c1ccc(O)cc1)N(CC1CCCO1)C(=O)C1COc2ccccc2O1 (stereo not drawn)	14	-4	6	3	-0.4	3	i	1	14	i
COc1cc(NC(=O)CN2CCC(Cc3ccccc3)CC2)c(C)cc1[N+](=O)[O-]	0	-2	0	1	-1.4	-2	i	0	38	i
O=C(Cc1ccc(Br)cc1)c1ccc(O)cc1O	-20	-2	-5	-9	2.7	0	i	-3	-3	i
O=C1Nc2ccc([N+](=O)[O-])cc2OC1CCN1CCN(Cc2ccc3c(c2)OCO3)CC1 (stereo not drawn)	-7	1	-1	-2	-2.4	-28	i	-8	6	i
O=C1Cc2cc(S(=O)(=O)N3CCN(c4ccc(C(=O)O)cc4)CC3)ccc2N1	.	-3	-1	-2	18	31	i	-2	-4	i
